# Compound activity: PubChem, several laboratories
# FAK blocker = FAK (human) kinase inhibition; Q05397; biochemical FAK kinase activity assay; inhibition, %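 (tested at 7 µM)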; 97,000 tested, 0.84% active; in the data active = inhibition above about 19%;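 note: 0% = DMSO and 100% = reference compound high control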
# CD11b adhes inh = inhibitors of human CD11b/CD18 binding to fibrinogen; P05107+P11215; K562 CD11b/CD18 adhesion to fibrinogen, ATPlite luminescence; Mn2+ added to activate the integrin; inhibition, % at 10 µM; 93,000 tested, 0.54% active; AID 1497;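 active = primary inhibition of 50% or more at 10 µM, then 40% or more on retest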; note: some results filed as inactive read as strong as hits
# Target sequence (P05107 whole entry, looked up, other chains not shown): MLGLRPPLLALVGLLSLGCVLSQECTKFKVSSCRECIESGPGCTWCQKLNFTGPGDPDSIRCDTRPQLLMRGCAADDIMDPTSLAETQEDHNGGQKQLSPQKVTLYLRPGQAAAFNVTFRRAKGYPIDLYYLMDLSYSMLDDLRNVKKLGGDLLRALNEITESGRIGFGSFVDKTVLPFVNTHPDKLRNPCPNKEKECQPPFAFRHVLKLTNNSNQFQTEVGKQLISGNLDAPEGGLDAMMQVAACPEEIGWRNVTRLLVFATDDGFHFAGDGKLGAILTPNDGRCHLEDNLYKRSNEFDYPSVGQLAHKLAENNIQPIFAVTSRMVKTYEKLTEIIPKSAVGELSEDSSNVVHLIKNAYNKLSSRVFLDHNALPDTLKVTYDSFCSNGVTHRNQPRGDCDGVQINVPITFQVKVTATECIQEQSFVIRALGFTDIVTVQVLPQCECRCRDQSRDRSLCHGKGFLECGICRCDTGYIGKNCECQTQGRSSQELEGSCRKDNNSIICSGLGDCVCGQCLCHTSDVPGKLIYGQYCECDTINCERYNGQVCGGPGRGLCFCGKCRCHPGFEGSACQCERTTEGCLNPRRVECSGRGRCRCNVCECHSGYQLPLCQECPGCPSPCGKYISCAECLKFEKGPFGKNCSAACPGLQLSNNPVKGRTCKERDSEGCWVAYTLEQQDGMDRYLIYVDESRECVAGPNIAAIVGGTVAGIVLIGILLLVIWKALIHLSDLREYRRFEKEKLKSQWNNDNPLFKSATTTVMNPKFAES
# Mac1 fbg enh = enhancers of human CD11b/CD18 binding to fibrinogen | P05107+P11215 | K562 CD11b/CD18 adhesion to fibrinogen, ATPlite luminescence | activation, % at 10 µM | 93,000 tested, 0.07% active;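 active = 10 µM primary screen giving 50% or more activity, confirmed by 40% or more on retest at that dose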; note: strong numbers were not always called active
# Plk1 PBD FP = Plk1 (human) PBD binding inhibition. Plk1 PBD phosphopeptide binding, fluorescence polarization. inhibition, %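 (tested at about 20 µM)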. 97,000 tested, 0.13% active. AID 693; in the data active = inhibition above about 34%, passing the limit was not always enough
# ERb SRC1 inh = ER-beta (human) coactivator binding inhibition. Q92731. TR-FRET ER-beta LBD / SRC1-Cy5 peptide binding; receptor agonist-loaded with 1 µM estradiol. inhibition, % at 25.6 µM. 86,000 tested, 1.3% active. AID 633;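 active = compounds whose percent inhibition of the receptor-coactivator binding signal exceeds about 50% in the single-dose screen, limit read from the data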;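 note: 0% = receptor plus peptide wells without compound and 100% = peptide-only wells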
# PLK1 inh = PLK1 (human) kinase inhibition; P53350; recombinant PLK1 kinase, TR-FRET peptide phosphorylation; inhibition, % at 10 µM; 97,000 tested, 0.53% active; AID 619;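 active = inhibition of 50% or more in the single-concentration screen; inactive = inhibition below 50%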;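 note: 0% = DMSO max control and 100% = H-89 dihydrochloride min control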
# Rev-RRE block = inhibitors of HIV-1 Rev-RRE RNA interaction; P05866; Rev peptide-RRE RNA binding, FRET; inhibition, % at 8 µM; 97,000 tested, 0.79% active; AID 704;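 active = inhibition above the screen-wide mean plus 3 SD, cut at about 35% in these data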;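 note: 0% = median DMSO wells and 100% = median Neomycin B control wells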
# Target sequence (P05866 whole entry, looked up): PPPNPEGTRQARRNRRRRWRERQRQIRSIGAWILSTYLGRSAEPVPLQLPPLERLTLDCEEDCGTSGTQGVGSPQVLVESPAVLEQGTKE
#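 Test system: labelled RRE RNA duplex and labelled Rev peptide. Times: 5 min compound–RNA preincubation, then 15 min with peptide, 25 °C. Doses: single-dose 8 µM. Measured by: FRET, excitation 480 nm, emission 540 nm donor and 671 nm acceptor. Measure: % inhibition of FRET ratio versus controls.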
# ERa coact inh = blocks coactivator binding to human estrogen receptor alpha; P03372; 86,000 tested, 1.7% active; inhibition, % at 25.6 µM; TR-FRET ER-alpha LBD / SRC-1 peptide, estradiol-bound; in the data active = inhibition above about 50%;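 note: 0% = receptor plus peptide control and 100% = peptide only without receptor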
# ERa SRC1 pot = enhances coactivator binding to human estrogen receptor alpha. coactivator binding (% of control), % at 25.6 µM. 86,000 tested, 1.3% active. AID 639. TR-FRET ERalpha-LBD/SRC-Cy5 coactivator binding, 2 h; 100 = basal binding, no effect; in the data active = activity above about 200%;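 note: binding measured in presence of low estradiol as agonist stimulus; 0% = peptide alone without receptor and 100% = receptor with peptide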
# Numbers without * were called inactive; . = no result given; [ ] = another dose, or the depositor's remark.
# The line under a structure holds: FAK blocker, CD11b adhes inh, Mac1 fbg enh, Plk1 PBD FP, ERb SRC1 inh, PLK1 inh, Rev-RRE block, ERa coact inh, ERa SRC1 pot
1. O=C(O)CSCNC(=O)C12CC3CC(CC(C3)C1)C2
  -1, -2, -2, -11, -7, 8, 9, -5, 100
2. CCOCC(=O)Nc1nnc(COc2ccc(Cl)cc2)s1
  0, 3, 0, 15, ., -9, 3, ., .
3. COc1ccccc1-n1c(C)nc2cc(C(=O)O)ccc21
  -1, -1, 4, 8, 0, -5, 9, -4, 104
4. CCN(c1ccc2c(c1)OCO2)S(=O)(=O)c1cc(Br)cc2c1N(C(C)=O)CC2
  -3, ., ., 1, ., -2, 0, ., .
5. COc1cc(N2C(=O)c3ccccc3C2=O)c(Cl)cc1C(=O)OCC(=O)NCc1ccco1
  2, -6, 10, -9, 28[fluorescence artefact?], -6, 2, 34, 79
6. CCCC(=O)n1nc(-c2ccco2)nc1N
  -6, -7, 1, 1, 1, 2, 3, 5, 98
7. CCCn1nc2cc(C(=O)NCc3ccc(C)cc3)ccc2c1OC
  3, ., ., -18, ., -14, -2, ., .
8. c1ccc(CSc2nnc(-c3ccco3)n2Cc2ccccc2)cc1
  -5, 6, -1, -2, 6, 1, 5, 7, 83
9. COc1ccc2c(c1)CC/C(=C\C=C\c1ccccc1OC)C2=O
  -2, ., ., 3, 10[fluorescence artefact?], -3, 11, -3[fluorescence artefact?], 67[fluorescence artefact?]
10. CC(=O)c1c(C)[nH]c(C(=O)OCn2nnc3ccccc3c2=O)c1C
  0, 6, -4, -15, 3[fluorescence artefact?], -8, 4, 6[fluorescence artefact?], 112
11. CC1(C)CC(=O)C2=C(C1)NCN(Cc1ccc3c(c1)OCO3)C2
  -2, -5, 2, 0, -24, -15, 7, -15, 99
12. Cc1ccccc1CN(c1ccc(C(=O)Nc2ccccc2C(=O)N2CCCC2)cc1)S(C)(=O)=O
  1, -51, -2, 16, -1, 0, 15, -1, 101
13. Cc1ccc(NC(=O)c2snc3c(=O)[nH]cnc23)cc1C
  1, -24, -5, -6, ., 1, 3, ., .
14. CCC(=O)Nc1ccc(S(=O)(=O)Nc2ncccn2)cc1
  0, -9, -5, 15, ., -5, 0, ., .
15. COCCNC(=O)C1CCC(=O)N(c2ccc(OC)cc2)C1c1ccc(OC)c(OC)c1 (stereo not drawn)
  1, 18, -7, -1, -8, -4, 10, 20, 116
16. COC(=O)CC1=C(C)C(=O)CC2C(C)(C)CCCC12C (stereo not drawn)
  2, 4, 4, -6, 49, -16, 2, 36, 98
17. COc1ccc(C(=O)OCC(=O)Nc2cc(C)on2)cc1S(=O)(=O)N1CCOCC1
  -3, 10, -4, 1, -9, -8, 2, 0, 116
18. CCC(C)(C)NC(=O)C(c1cccn1C)N(Cc1ccccc1)C(=O)Cn1nnc2ccccc21 (stereo not drawn)
  6, 1, 1, -15, 1, -14, 5, 2, 122
19. Cc1cc(NC(=O)CSc2nc3c(c(-c4cccnc4)c2C#N)CCC3)no1
  -14, -8, 81, 6, 19[fluorescence artefact?], -38, 0, 22, 258*[fluorescence artefact?]
20. O=C1NC(c2ccc(Br)cc2)Nc2sc3c(c21)CCC3 (stereo not drawn)
  -1, ., ., -30, 64*, 1, 10, 51*, 26[fluorescence artefact?]
21. COCCCNC(=O)CC(NS(=O)(=O)c1ccc(Cl)cc1)c1ccc(OC)cc1 (stereo not drawn)
  -2, 7, 3, -13, -6, -2, 3, -6, 101
22. Cc1ccc(CON=C2CCN(c3ncc(C(F)(F)F)cc3Cl)CC2)cc1
  1, ., ., 16, ., -9, 11, ., .
23. CC(NC(=O)c1ccc(=O)oc1)c1ccccc1 (stereo not drawn)
  -2, -24, -2, -9, -2[fluorescence artefact?], -13, 9, 9[fluorescence artefact?], 111
24. CN(C)c1ccc(-c2noc(C3CCN(S(=O)(=O)c4cccc(Cl)c4)CC3)n2)cc1
  ., 0, 1, ., 8[fluorescence artefact?], ., ., 2[fluorescence artefact?], 134
25. CCN(CCCNC(=O)c1[nH]c(C)c(C(C)=O)c1C)c1cccc(C)c1
  6, 8, -4, -4, -13, -8, 1, -1, 112
26. O=C(Cc1ccc(Cl)c(Cl)c1)OCC(=O)c1ccc[nH]1
  1, 7, -6, 19, 5, 0, 14, 2, 143
27. CCCCN1C(=O)C2ON(c3ccccc3C)C(c3ccco3)C2C1=O (stereo not drawn)
  -4, -42, 6, 11, -2, -13, 14, 3, 84
28. O=C(CN1C(=O)c2ccccc2C1=O)Nc1sc2c(c1C(=O)NCC1CCCO1)CCC2 (stereo not drawn)
  -3, -10, 0, 11, ., -5, 1, ., .
29. O=C(O)c1ccc2c(c1)C(=O)N(C(Cc1ccc(O)cc1)C(=O)O)C2=O (stereo not drawn)
  0, ., ., 1, 12, 5, 5, 25, 106
30. CCOc1ccc2oc(=O)cc(C)c2c1
  0, -36, -2, 8, 1[fluorescence artefact?], 11, 4, 7[fluorescence artefact?], 123

# Some of the entries above in a different format:
no. | SMILES | FAK blocker | CD11b adhes inh | Mac1 fbg enh | Plk1 PBD FP | ERb SRC1 inh | PLK1 inh | Rev-RRE block | ERa coact inh | ERa SRC1 pot
26 | O=C(Cc1ccc(Cl)c(Cl)c1)OCC(=O)c1ccc[nH]1 | 1 | 7 | -6 | 19 | 5 | 0 | 14 | 2 | 143
27 | CCCCN1C(=O)C2ON(c3ccccc3C)C(c3ccco3)C2C1=O (stereo not drawn) | -4 | -42 | 6 | 11 | -2 | -13 | 14 | 3 | 84
28 | O=C(CN1C(=O)c2ccccc2C1=O)Nc1sc2c(c1C(=O)NCC1CCCO1)CCC2 (stereo not drawn) | -3 | -10 | 0 | 11 | . | -5 | 1 | . | .
29 | O=C(O)c1ccc2c(c1)C(=O)N(C(Cc1ccc(O)cc1)C(=O)O)C2=O (stereo not drawn) | 0 | . | . | 1 | 12 | 5 | 5 | 25 | 106
30 | CCOc1ccc2oc(=O)cc(C)c2c1 | 0 | -36 | -2 | 8 | 1[fluorescence artefact?] | 11 | 4 | 7[fluorescence artefact?] | 123

# (cont.)
# The line under a structure holds: FAK blocker, CD11b adhes inh, Mac1 fbg enh, Plk1 PBD FP, ERb SRC1 inh, PLK1 inh, Rev-RRE block, ERa coact inh, ERa SRC1 pot
31. CC(O)CNc1nc2ccccc2n1-c1ncnc2sc3c(c12)CCC3 (stereo not drawn)
  3, 42, -5, -2, -4, -8, 5, -1, 94
32. Nc1nc(CSCCO)nc(Nc2ccc(F)cc2)n1
  6, -10, -2, -6, 1, -5, 5, -1, 101
33. O=C(c1cnc2n(c1=O)CCS2)N1CCCc2ccccc21
  1, ., ., -20, 5, -15, 2, -13, 102
34. COc1ccc(CNC(=O)c2ccc(NC(=O)C3CCCO3)cc2)cc1 (stereo not drawn)
  ., -12, -1, ., 1, ., ., 10, 103
35. CCOC(=O)c1c(NC(=O)C2c3ccccc3Oc3ccccc32)sc(C(N)=O)c1C
  -5, -3, -3, 24, ., -16, -2, ., .
36. CCCCC(CCC(=O)O)(C(=O)OCC)c1csc(N)n1 (stereo not drawn)
  -2, -13, -3, -7, -5, -3, 3, -4, 97
37. Cc1ccc(-n2nnnc2SCC(=O)N2CC(=O)Nc3ccccc32)cc1
  0, 5, 0, -9, ., -18, 14, ., .
38. CCC(=O)Nc1cccc(-c2cnc3ccccc3n2)c1
  4, -31, 1, -16, 6, -6, -6, 3, 126
39. Cc1cc(-n2c(=O)c(C#N)cc3c(=O)n4cccc(C)c4nc32)no1
  ., -6, -3, ., 19, ., ., 18, 81
40. O=C(NCc1ccco1)c1ccc(=O)oc1
  2, 8, -2, -14, 7, 1, 3, 31, 96
41. COc1cc(/C=C(/C#N)c2nc3ccccc3[nH]2)ccc1Oc1ncccc1[N+](=O)[O-]
  16, ., ., -14, ., 0, 8, ., .
42. O=C(NC1CCCCC1)N1CCC(c2nc3ccccc3[nH]2)CC1
  -2, -5, 2, 8, 6, -6, 0, 8, 112
43. CC(C)Cc1nc(SCC(=O)NCc2ccccc2)n[nH]1
  11, 4, -4, 15, 4, -6, 9, 1, 115
44. CCOC(=O)c1c(C)[nH]c(N=Nc2ccc(C)cc2C)c1C
  -2, 26, 11, -22, 0, -14, -3, -4, 102[fluorescence artefact?]
45. CCc1nc(Sc2nc(C)cc(C)n2)c2oc3ccccc3c2n1
  22*, 3, -3, 26, 6, -10, 7, 10, 92
46. Cc1ccc(Cn2nnc3c(=O)[nH]c(C4CCCN(C(=O)Nc5ccc(F)cc5F)C4)nc32)cc1 (stereo not drawn)
  0, ., ., 5, -10, -2, 6, -3, 97
47. COC(=O)c1ccc(NS(=O)(=O)c2ccc3c(c2)oc(=O)n3C)cc1
  ., -11, 10, 0, -10, -6, ., 2, 116[fluorescence artefact?]
48. O=C(c1ccc2nc(N3CCOCC3)sc2c1)N1CCC(Cc2ccccc2)CC1
  7, 24, -6, -30, 23[fluorescence artefact?], -19, 4, 12, 73[fluorescence artefact?]
49. CCOC(=O)C1=C2SCC(=O)N2C(N)=C(C#N)C1
  4, 2, 0, -14, -4, -1, 19, -5, 99
50. O=C(CN1CCC(n2nnc3cc(C(F)(F)F)ccc32)CC1)Nc1ccc2c(c1)OCCO2
  4, -9, 1, -15, -11[fluorescence artefact?], -3, 2, -13, 113[fluorescence artefact?]
51. Cc1c(C(=O)N(C)C)sc2nc(-c3ccccn3)[nH]c(=O)c12
  -4, 13, -1, -4, -7, -8, 4, -12, 133
52. COc1ccc(CNC(=O)C2CCNCC2)cc1
  0, -8, 3, 12, -4, -7, 5, -10, 116
53. Cc1cc(C)cc(N(C(=O)c2ccc3c(c2)OCO3)C2C=CS(=O)(=O)C2)c1 (stereo not drawn)
  -1, ., ., -20, -6, -3, -3, 3[fluorescence artefact?], 113
54. CC1=C(C(=O)OCC(C)C)C23C(=O)c4ccccc4C2(O1)OC(N)=C3C#N (stereo not drawn)
  -6, 8, -2, -6, 23, -2, 11, -8, 92
55. COCc1c(C(=O)OCC(=O)N2c3ccccc3NC(=O)C2(C)C)oc2ccccc12
  5, ., ., 14, 2, -13, 2, -8, 114
56. CCOc1ccc(CNC(=O)C2CCCN(S(C)(=O)=O)C2)cc1OC (stereo not drawn)
  0, -6, -2, -33, -1, -9, 6, 2, 87
57. O=C(Cn1c(=O)sc2ccccc21)Nc1ccccc1C(=O)O
  4, -7, -2, -6, 3[fluorescence artefact?], -14, 12, 6, 100
58. COc1ccc(-n2cnnc2SCC(=O)N(C)C2CCS(=O)(=O)C2)cc1 (stereo not drawn)
  1, -5, 13, -16, -6, -15, 1, -6[fluorescence artefact?], 88
59. COc1ccc(-n2cc(C(=O)c3cc4ccccc4oc3=O)c(C(C)=O)n2)cc1
  3, 9, -2, 12, ., -10, -6, ., .

# As entered above:
# CD11b adhes inh result of Cc1cc(-n2c(=O)c(C#N)cc3c(=O)n4cccc(C)c4nc32)no1 : -6
# CD11b adhes inh result of O=C(NCc1ccco1)c1ccc(=O)oc1 : 8
# FAK blocker result of COc1cc(/C=C(/C#N)c2nc3ccccc3[nH]2)ccc1Oc1ncccc1[N+](=O)[O-] : 16
# PLK1 inh result of O=C(Cn1c(=O)sc2ccccc21)Nc1ccccc1C(=O)O : -14
# ERb SRC1 inh result of Nc1nc(CSCCO)nc(Nc2ccc(F)cc2)n1 : 1

# Outcome played no part in choosing rows; 4.7% or so of the library scored in one or more.
